Compound activity from PubChem.
TRHR PAM: allosterically enhances the human TRH receptor; P34981; TRHR cells, fluo-8 calcium fluorescence, EC20 TRH enhancement; enhancement, % at 2 µM; 360,000 compounds, 0.66% hits; in the data active = enhancement above about 30%; note: 0% is about no effect
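TRHR-expressing cells loaded with fluo-8 calcium dye were read kinetically (ex 480/em 530) during compound addition, then stimulated with an EC20 of TRH (10 nM final). Enhancement of the Gq-mediated intracellular calcium response was scored.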
TRHR ag: agonists of human TRH receptor | TRHR cells, calcium flux fluo-8, FDSS agonist mode | AID 493084 | P34981 | 360,000 compounds, 0.18% hits | activation, % at 2 µM; note: 0% is about no effect
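Read-out: compound-evoked intracellular calcium rise in TRHR cells, fluo-8 dye, kinetic FDSS fluorescence at 1 s/cycle following a 10-cycle baseline. Cells cultured overnight before dye loading (30 min–1.5 h, RT).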
D1 ag: agonists of human D1 dopamine receptor; P21728; HEK293 T-REx D1 cells, calcium flux, agonist mode; activation, % at 2 µM; 360,000 compounds, 1% hits; AID 504660; note: 0% is about no effect
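Tetracycline-induced HEK293 TREx D1 cells, force-coupled to calcium signalling, were dye-loaded with a no-wash calcium kit. Compound was pin-added after a 10 s baseline. Fluorescence was read kinetically at 1 cycle/s for 180 s, with calcium rises flagged as agonism.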
D2 potentiator: positive allosteric modulators of human D2 dopamine receptor; P14416; HEK293 T-REx D2, calcium flux, EC20 dopamine potentiation; potentiation, % at 10 µM; 340,000 compounds, 0.34% hits;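 active = potentiation over 3 SD above the plate norm, cut at about 30% in these data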; note: 0% is about no effect
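Primary screen. Calcium kinetics in induced HEK293 T-REx D2 cells: compound pre-addition 180 s, EC20 dopamine, 180 s more.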
D1 potentiator: human D1 dopamine receptor positive modulation | P21728 | HEK293 TREx D1 cells, calcium flux, dopamine EC20 potentiation | potentiation, % at 10 µM | 360,000 compounds, 0.036% hits | AID 504651; in the data active = potentiation above about 30%; note: 0% is about no effect
D1 antagonist: antagonists of human D1 dopamine receptor. P21728. 360,000 compounds, 3.2% hits. activity change, negative = inhibition, % at 10 µM. HEK293 TREx D1 cells, calcium flux, dopamine EC80; active compounds read low. AID 504652; in the data active = activity change below about -30%; note: % is set by controls: 0 for no effect and ±100 for the full control effect
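Compound effects on dopamine-evoked calcium signalling were measured in tetracycline-induced HEK293 Trex D1 cells. Dopamine at EC80 followed a 180 s compound pre-read, and fluorescence was tracked kinetically for 180 s more.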
RXFP1 antagonist: antagonists of human relaxin receptor RXFP1; activity change, negative = inhibition, % at 57.5 µM; 350,000 compounds, 0.59% hits; AID 1259400; Q9HBX9; HEK293-RXFP1, relaxin-stimulated cAMP HTRF, 30 min; active compounds read low;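 active = activity change of -60% or lower, but not beyond a set lower limit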; note: % is set by controls: 0 for no effect and ±100 for the full control effect
Target sequence (Q9HBX9 whole entry, looked up): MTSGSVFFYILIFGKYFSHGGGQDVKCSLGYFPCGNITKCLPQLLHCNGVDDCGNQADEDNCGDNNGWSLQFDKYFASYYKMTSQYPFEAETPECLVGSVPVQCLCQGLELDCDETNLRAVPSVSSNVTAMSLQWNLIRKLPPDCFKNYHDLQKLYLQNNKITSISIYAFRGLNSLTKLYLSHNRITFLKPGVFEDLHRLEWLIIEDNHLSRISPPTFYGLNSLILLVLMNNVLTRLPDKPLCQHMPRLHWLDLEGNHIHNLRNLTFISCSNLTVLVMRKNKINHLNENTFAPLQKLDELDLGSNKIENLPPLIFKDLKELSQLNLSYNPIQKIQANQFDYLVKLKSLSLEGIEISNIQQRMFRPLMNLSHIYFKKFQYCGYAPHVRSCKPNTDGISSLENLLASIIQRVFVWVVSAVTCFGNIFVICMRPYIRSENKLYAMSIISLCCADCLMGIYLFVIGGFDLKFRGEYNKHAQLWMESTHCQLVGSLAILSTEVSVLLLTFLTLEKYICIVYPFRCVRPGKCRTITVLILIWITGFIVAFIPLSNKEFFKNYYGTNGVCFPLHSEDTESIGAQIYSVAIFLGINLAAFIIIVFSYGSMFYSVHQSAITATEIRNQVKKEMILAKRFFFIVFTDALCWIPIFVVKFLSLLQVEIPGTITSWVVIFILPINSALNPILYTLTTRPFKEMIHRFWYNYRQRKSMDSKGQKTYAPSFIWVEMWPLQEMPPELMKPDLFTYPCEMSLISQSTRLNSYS
D2 agonist: agonists of human D2 dopamine receptor; P14416; HEK293 T-REx D2 cells, calcium flux agonist mode; activation, % at 2 µM; 340,000 compounds, 0.53% hits; AID 485358;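 active = activation over 3 SD above normal in the single-dose calcium agonist read, cut at about 30% in these data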; note: 0% is about no effect
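In this primary screen, compounds producing a positive calcium signal within 180 s of addition to tetracycline-induced, force-coupled HEK293 Trex D2 cells are flagged; cells are dye-loaded with a no-wash calcium kit beforehand.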
D2 antag: D2 dopamine receptor (human) antagonism; HEK293 TREx D2 cells, calcium flux, dopamine EC80; 340,000 compounds, 2% hits; inhibition, % at 10 µM; in the data active = inhibition above about 30%; note: 0% is about no effect
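Read-out: kinetic calcium fluorescence (1 cycle/s) in inducible HEK293 T-REx D2 cells after an EC80 dopamine addition that followed 180 s compound preincubation. Loss of the dopamine response indicates antagonism.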
* hit, by the source's call; . = no result given; & = joins results of further samples. Cut-off read from the data, not from the text of the source, unless noted: active = activation above about 30%; inactive = the rest.

SMILES	TRHR PAM	TRHR ag	D1 ag	D2 potentiator	D1 potentiator	D1 antagonist	RXFP1 antagonist	D2 agonist	D2 antag
On1nnc2ccc3ccccc3c21	0.8	-0.4	7.1	-5.6	-2.0	-1.0	-9.3	-0.6	11.6
CN(C(=O)c1coc(=O)c2ccccc12)c1ccc(F)cc1	-4.7	0.2	1.2	-0.4	1.9	-14.5	-0.8	0.3	5.6
CCc1ccccc1NC(=O)C(CC)Sc1nc2cc3c(cc2c(=O)n1Cc1ccco1)OCO3 (stereo not drawn)	-0.7	-0.2	4.7	14.9	12.7	2.6	-1.7	0.8	10.0
Cc1nn2cc(-c3ccc(N)cc3)nc2s1	3.0	-0.7	1.6	4.4	-3.8	12.5	-6.7	-0.6	-1.3
COC(=O)Nc1ccc(S(=O)(=O)N(CCO)CC(F)(F)C(F)F)cc1	9.1	-0.1	3.0	7.1	2.8	-28.0	-3.0	-0.4	-3.6
Cc1cc(C(=O)Nc2cccc([N+](=O)[O-])c2C)cs1	-3.6	-0.4	0.7	11.4	-6.0	4.0	-0.3	0.3	-2.8
Cc1nc2ccc(S(=O)(=O)N(C)CC(=O)NCc3ccc(N(C)C)cc3)cc2s1	-3.6	2.5	3.8	-10.8	-3.6	12.7	-20.7	0.4	-14.5
CCn1c(C)nc2cc(S(=O)(=O)N3CCCC3)ccc21	-2.1	-0.1	11.3	1.2	1.2	-12.1	0.9	0.5	-0.3
CCCCCC(=O)N/N=C/c1ccco1	0.8	-0.7	2.0	-3.1	2.5	16.0	-10.3	-1.0	1.0
O=S(=O)(c1ccc(NC(=S)NCCc2ccccc2)cc1)N1CCOCC1	-1.4	1.2	14.6	2.0	-2.5	-3.0	-2.3	14.2	1.6
CC1CCC(N2CCNCC2)CC1 (stereo not drawn)	0.8	1.3	3.2	-6.2	-7.1	11.8	1.4	1.3	-2.5
CCc1ccc(-c2[nH]nc3nc(-c4ccc(OC)cc4)cc(C(=O)NCCc4ccc(OC)c(OC)c4)c23)cc1	7.5	0.1	2.1	7.7	-1.2	-1.7	-23.1	0.1	.
Cc1c(C(=O)N2CCOCC2)oc2c1-c1nn(CC(=O)NCc3cccc(Cl)c3)cc1CC2	0.9	0.0	1.6	-4.4	-5.7	-3.5	9.1	-0.4	.
O=C(COC(=O)c1cccc(S(=O)(=O)N2CCN(c3ccc(F)cc3)CC2)c1)NCC1CCCO1 (stereo not drawn)	6.5	-0.1	7.8	.	-7.8	-5.1	-9.3	.	.
C/C(N)=C(/C#N)C(=O)CSc1nnc(-c2ccc(OC(F)F)cc2)o1	-0.2	0.1	4.0	-0.5	-7.0	-37.0*	-2.8&20.8	1.2	-17.6
O=C(O)CCc1ccc(-c2cccs2)n1CCc1ccccc1	9.4	0.1	1.6	-10.6	-3.6	-15.7	5.7	.	.
O=C(NC(=S)N1CCOCC1)c1cn(-c2ccccc2)nc1-c1ccc(F)cc1	4.5	-1.2	1.5	17.7	-2.4	6.0	-16.0	-0.4	-7.6
O=C(Nc1ccccc1O)c1ccc(NS(=O)(=O)c2cccc3cccnc23)cc1	-2.5	-0.7	3.0	10.4	-5.8	5.3	-29.8	-0.9	10.4
CC1(C)COCN1C(=O)c1ccc(C#N)cc1	-3.2	0.8	2.3	5.3	15.4	-3.1	0.0	1.0	14.5
O=C1NN=C(c2ccc(Cl)cc2)CC1c1c[nH]c2ccccc12 (stereo not drawn)	-3.9	1.3	0.3	7.3	-2.9	.	-12.4	1.4	-4.4
Cc1ccc(C(=O)NNC(=O)c2ccccc2-n2cccc2)cc1	2.9	-0.3	0.9	7.6	-0.6	-7.2	-5.4	-0.1	-20.6
COc1cc2cc(CN(C(=O)Nc3ccccc3)C3CCCC3)c(=O)[nH]c2cc1OC	-14.7	0.0	0.8	-1.5	-5.4	-6.1	-18.7	1.1	-22.5
O=C(O)C1CCCCC1C(=O)NCCc1ccc(Cl)cc1 (stereo not drawn)	0.5	0.2	-0.3	-0.5	4.2	3.9	-2.2	1.3	-3.7
Cc1cc(S(=O)(=O)N2CCN(c3ccccc3C)CC2)ccc1F	-2.1	-0.9	6.5	.	-1.4	-1.1	-8.6	0.2	15.5
CCOC(=O)C1CCCN(C(=O)Cn2ncc3c([nH]c4ccccc43)c2=O)C1 (stereo not drawn)	4.0&7.6	0.4&0.1	4.0&-1.9	18.7&-1.8	-4.0&5.5	-0.9&-1.0	-7.5&1.3	0.4&0.0	-2.0
CCN(CC)c1ccc(/C=N/NC(=O)CNC(=O)c2cccnc2)cc1	0.4	-0.3	0.1	-2.6	-5.2	9.6	-23.3	-1.1	1.8
CC(=O)Nc1cccc(NC(=O)CSc2nnc(Cc3cccn3C)n2-c2ccc(F)cc2)c1	-2.9	-1.6	2.5	-2.3	-7.6	-20.6	8.2	-2.8	48.8*
O=[N+]([O-])c1ccccc1S(=O)(=O)N1CCCC(C(F)(F)F)C1 (stereo not drawn)	-0.6	-0.5	3.6	1.7	-4.3	3.5	16.3	-0.9	-13.2
CSCC(C)N1CCC(Oc2cccc(C(=O)NCc3ccccn3)c2)CC1 (stereo not drawn)	0.8	0.3	4.1	1.1	-10.8	-62.7*	-1.6	2.0	3.3
N#CC(C#N)=C1C=CC=CN1/C(=C\c1ccccc1)C(=O)c1cccs1	1.1	-1.5	4.8	10.8	-9.1	-6.0	0.0	-1.8	11.7

Reformatted with each value named: entries from further up
canonical_smiles: CCn1c(C)nc2cc(S(=O)(=O)N3CCCC3)ccc21
  TRHR PAM: -2.1	TRHR ag: -0.1	D1 ag: 11.3	D2 potentiator: 1.2	D1 potentiator: 1.2	D1 antagonist: -12.1	RXFP1 antagonist: 0.9	D2 agonist: 0.5	D2 antag: -0.3
canonical_smiles: Cc1cc(C(=O)Nc2cccc([N+](=O)[O-])c2C)cs1
  TRHR PAM: -3.6	TRHR ag: -0.4	D1 ag: 0.7	D2 potentiator: 11.4	D1 potentiator: -6.0	D1 antagonist: 4.0	RXFP1 antagonist: -0.3	D2 agonist: 0.3	D2 antag: -2.8

Later entries:
SMILES	TRHR PAM	TRHR ag	D1 ag	D2 potentiator	D1 potentiator	D1 antagonist	RXFP1 antagonist	D2 agonist	D2 antag
C=C(C)Cn1c(CCNC(=O)c2ccco2)nc2ccccc21	8.3	0.0	1.6	.	-0.2	32.4	-12.2	1.5	-16.1
COc1ccc(CN(CC(=O)NCC2CCCO2)C(=O)CNS(=O)(=O)c2ccccc2)cc1 (stereo not drawn)	3.9	0.6	8.5	-8.0	.	3.5	5.8	2.3	1.9
CCOc1cc(C(=O)N[C@@H](C)C(=O)N2CCC3(CC2)NCCc2[nH]cnc23)cc(OCC)c1OCC	0.4	0.0	1.8	19.5	-5.0	-0.2	-10.5	-1.0	5.3
O=C(CNC(=S)N(Cc1ccccc1Cl)C1CCCC1)NCCCN1CCOCC1	-6.8	-1.3	-0.8	0.8	-1.2	9.3	-9.1	6.7	-6.3
Cn1cc(C(CO)Cc2ccccc2)c2ccccc21 (stereo not drawn)	-0.4	0.5	-1.6	2.4	-3.0	-16.2	.	-0.1	-12.0
O=C(NC1(C(F)(F)F)N=C2SCCN2C1=O)c1cccnc1 (stereo not drawn)	-0.3	0.5	-0.3	0.4	-1.6	5.4	-18.2	1.0	8.0
CCCN(CC(=O)Nc1ccccc1OC)C(=O)Cc1ccc2c(c1)CCC2	-0.4	0.6	1.1	-3.0	-1.1	-0.2	-3.6	-0.1	-10.9
CCN(CC(=O)Nc1ccc2c(c1)OCO2)Cc1nc2ccccc2c(=O)[nH]1	-1.0	0.1	1.0	-5.4	6.9	-1.2	-0.3	-0.5	1.0
O=C(N/N=C/c1ccc2c(c1)OCO2)c1ccc(COc2cccc3cccnc23)cc1	-4.5	-0.9	0.1	1.8	-4.5	.	-8.5	-1.0	3.2
Cc1cc(=O)n2[nH]c(NCc3ccccc3F)nc2n1	-1.2	0.3	2.7	-8.5	-6.7	-13.5	-4.0	0.5	-14.4
Cc1ccc(COc2cccc(/C=N/NC(=O)c3nnn(-c4nonc4N)c3C)c2)cc1	6.0	0.5	2.2	0.1	-6.4	12.0	13.6	-1.0	-0.2
COc1ccc(NC(=O)CSCC(=O)N2c3ccccc3CCc3ccccc32)cc1	20.8	-1.4	0.4	-6.3	-3.6	4.4	2.4	-0.9	-9.7
CCOc1ccc(NC(=O)CCS(=O)(=O)c2ccc3nc(C)sc3c2)cc1	-4.4	0.0	2.4	4.9	-4.1	0.3	-5.8	-0.1	.
Cc1ccc(NC(=O)c2cc(S(=O)(=O)N3CCOCC3)cn2C)c(C)c1	-3.3	-0.2	0.7	-1.1	-3.0	4.5	8.7	-0.7	7.5
COC(=O)c1ccccc1NC(=O)CSc1nnnn1C1CCCCC1	4.3	0.0	1.9	-2.2	-6.9	6.5	0.9	-0.4	-14.4
NC(=O)NNC(=S)Nc1cccc2ccccc12	0.7	0.3	-0.3	1.7	-3.6	-2.9	-4.5	0.1	7.6
CC(C)c1nnc(NC(=O)CCS(=O)(=O)c2nc(-c3cccs3)cc(C(F)(F)F)n2)s1	0.4	-1.0	1.4	-6.6	-0.3	9.2	-7.3	-0.1	-5.9

An excerpt from above in order of SMILES length, descending:
SMILES	TRHR PAM	TRHR ag	D1 ag	D2 potentiator	D1 potentiator	D1 antagonist	RXFP1 antagonist	D2 agonist	D2 antag
CCOc1cc(C(=O)N[C@@H](C)C(=O)N2CCC3(CC2)NCCc2[nH]cnc23)cc(OCC)c1OCC	0.4	0.0	1.8	19.5	-5.0	-0.2	-10.5	-1.0	5.3
CC(C)c1nnc(NC(=O)CCS(=O)(=O)c2nc(-c3cccs3)cc(C(F)(F)F)n2)s1	0.4	-1.0	1.4	-6.6	-0.3	9.2	-7.3	-0.1	-5.9
Cc1ccc(COc2cccc(/C=N/NC(=O)c3nnn(-c4nonc4N)c3C)c2)cc1	6.0	0.5	2.2	0.1	-6.4	12.0	13.6	-1.0	-0.2
O=C(N/N=C/c1ccc2c(c1)OCO2)c1ccc(COc2cccc3cccnc23)cc1	-4.5	-0.9	0.1	1.8	-4.5	.	-8.5	-1.0	3.2
CCN(CC(=O)Nc1ccc2c(c1)OCO2)Cc1nc2ccccc2c(=O)[nH]1	-1.0	0.1	1.0	-5.4	6.9	-1.2	-0.3	-0.5	1.0
Cc1ccc(NC(=O)c2cc(S(=O)(=O)N3CCOCC3)cn2C)c(C)c1	-3.3	-0.2	0.7	-1.1	-3.0	4.5	8.7	-0.7	7.5
CCOc1ccc(NC(=O)CCS(=O)(=O)c2ccc3nc(C)sc3c2)cc1	-4.4	0.0	2.4	4.9	-4.1	0.3	-5.8	-0.1	.
O=C(CNC(=S)N(Cc1ccccc1Cl)C1CCCC1)NCCCN1CCOCC1	-6.8	-1.3	-0.8	0.8	-1.2	9.3	-9.1	6.7	-6.3
CCCN(CC(=O)Nc1ccccc1OC)C(=O)Cc1ccc2c(c1)CCC2	-0.4	0.6	1.1	-3.0	-1.1	-0.2	-3.6	-0.1	-10.9
O=C(NC1(C(F)(F)F)N=C2SCCN2C1=O)c1cccnc1 (stereo not drawn)	-0.3	0.5	-0.3	0.4	-1.6	5.4	-18.2	1.0	8.0
Cc1cc(=O)n2[nH]c(NCc3ccccc3F)nc2n1	-1.2	0.3	2.7	-8.5	-6.7	-13.5	-4.0	0.5	-14.4
Cn1cc(C(CO)Cc2ccccc2)c2ccccc21 (stereo not drawn)	-0.4	0.5	-1.6	2.4	-3.0	-16.2	.	-0.1	-12.0
